# From PubChem
# Yeast tox = yeast growth toxicity, wild-type and mutant, primary screen, cytotoxicity control for eIF2B function restoration project, wild-type and eIF2Bepsilon R284H mutant, A595 | S. cerevisiae wild-type growth, A595 turbidity, 16 h | growth inhibition, % at 25 µM (by protocol) | 30,000 tested, 0.3% active;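 active = mutant and wild-type yeast strains alike exhibit over 30% growth inhibition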;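 also: 0% = untreated cell controls and 100% = YPD media blanks without cells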
#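 System: S. cerevisiae wild-type or eIF2Bepsilon-R284H mutant strain; times: 16 h growth with compound, 30 °C; signal: absorbance at 595 nm (turbidity); measure: growth inhibition (%) versus cell controls and blanks; compound: 25 µM single dose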
# Yeast eIF2B = GCN4-lacZ reporter reduction in eIF2B-epsilon mutant yeast, primary screen, S. cerevisiae, eIF2B-epsilon R284H, Beta-Glo luminescence. inhibition, % at 25 µM (by protocol). 27,000 tested, 0.91% active;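 active = mutant luminescence inhibited past about 50% while wild type luminescence and mutant growth stay under set limits, limit read from the data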; also: some compounds called inactive have numbers as strong as hits
#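 material = yeast eIF2B-epsilon R284H mutant carrying GCN4–beta-galactosidase fusion | schedule = 16 h growth with compound at 30 °C, 90 min Beta-Glo step | measured by = luminescence and A595 | compound dosing = one concentration, 25 µM, 0.25% DMSO | read-out basis = % inhibition of reporter signal and growth versus controls | buffer or medium = YPD medium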
# Yeast tox inhibition % = further read-out of Yeast tox, marked with its call; growth inhibition, %; S. cerevisiae eIF2Bepsilon-R284H mutant growth, A595 turbidity, 16 h;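 each compound tested once at 25 µM; 0% equals untreated cells and 100% equals cell-free medium blanks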
# Yeast eIF2B mutant toxicity = further read-out of Yeast eIF2B, marked with its call; growth inhibition, %; measured here: mutant yeast growth, toxicity;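 each compound tested once at 25 µM; zero equals untreated control growth and 100 equals blank medium absorbance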
# Numbers without * were called inactive; . = no result given. These rows are one share of the data, so the mix of outcomes need not match the whole.
SMILES,Yeast tox,Yeast tox inhibition %,Yeast eIF2B,Yeast eIF2B mutant toxicity
CC(=O)c1cccc(NC(=O)c2ccc(N(Cc3ccccc3C)S(C)(=O)=O)cc2)c1,11,28,-13,28
Cc1ccc(C(=O)OCC(=O)NC(=O)c2cccn2C)cc1,2,0,.,.
Fc1ccc(-c2nnc(SCc3ncc(-c4ccccc4)o3)n2CC2CCCO2)cc1 (centres undefined),-5,-15,34,-15
CC(O)CNc1nc2c(c(=O)n(C)c(=O)n2C)n1Cc1cccc(C(F)(F)F)c1 (centres undefined),.,.,16,.
CCOC(=O)N1CCN(C(=O)C2CCN(S(=O)(=O)c3ccccc3)CC2)CC1,6,19,28,19
Cc1cc(C)n(CCSCC(=O)O)n1,14,19,16,19
Cc1cc(=O)oc2cc(OCC(=O)N3CCc4ccccc4C3)ccc12,-15,-7,13,-7
CC(Oc1ccc(Cl)cc1)C(=O)NCCCn1ccnc1 (centres undefined),9,9,18,9
COCCn1nnnc1C(C(C)C)N(Cc1cccnc1)Cc1cc2cc(OC)ccc2[nH]c1=O (centres undefined),4,-10,19,-10
CCCSC1=N/C(=C\C=C\c2ccco2)C(=O)S1,15,-5,-3,-5
CNC(=O)C1CC(=O)N(CCc2ccc(OC)cc2)C(=Nc2ccc(OC)cc2)S1 (centres undefined),6,12,26,12
CCCNC(=O)C1CNc2ccccc2O1 (centres undefined),-10,-10,-3,-10
CN(Cc1ccccc1)S(=O)(=O)c1cccc2cccnc12,11,26,34,26
Nc1ccc(N2CCOCC2)c(Cl)c1,.,.,-5,.
Cc1ccc(-c2nnc(SCC(=O)NCC3CCCO3)n2C)cc1 (centres undefined),-2,15,20,15
CCOc1ccc(NC(=O)CSCc2cnn(-c3ccccc3)c2-n2cccc2)cc1,1,-10,19,-10
N#Cc1nc(COc2ccccc2F)oc1N1CCCCCC1,29,9,17,9
O=C(CSc1nnc(Cn2c(=O)sc3ccccc32)n1-c1ccccc1)N1CCOCC1,5,-7,-1,-7
CCC(=O)N1CCc2cc(S(=O)(=O)CCC(=O)O)ccc21,-5,-19,26,-19
COc1ccc(CCN2C(=NC(=O)CCC(=O)O)SC3CS(=O)(=O)CC32)cc1OC (centres undefined),10,7,.,.
Cc1ccc(NCc2nnc(SCC(=O)c3ccccc3)o2)c(C)c1,27,7,3,7
CC(C)NC(=O)c1ccc(-c2cccc(C(F)(F)F)c2)o1,36,5,23,5
O=C(CCS(=O)(=O)Cc1ccccc1F)NCCCN1CCCCC1,-7,4,-7,4
O=C(Nc1cccnc1)c1ccc2c(c1)C(=O)N(Cc1cccnc1)C2=O,12,0,-4,.
COCc1cc(=O)[nH]c(Nc2nc3ccc(C)cc3o2)n1,11,-8,47,-8
Nn1c(SC/C=C/c2ccccc2)nnc1-c1ccncc1,17,-30,19,-30
CCCCNC(=S)NNC(=O)C12CC3CC(CC(C3)C1)C2,13,11,22,11
CC1CCCCN1S(=O)(=O)c1ccc2c(c1)CCN2C(=O)C1CCC1 (centres undefined),10,4,21,4
CCc1ccc(NC(=O)c2ccc3ncsc3c2)cc1,5,20,39,20
CCOc1ccc(C2NC(=O)NC(C)=C2C(=O)OC)cc1C (centres undefined),30,-12,44,-12
COc1ccccc1OC(=O)CN1C(=O)c2ccccc2C1=O,9,8,8,8
COCCNc1nc(SCc2ccccc2)nc2sc3c(c12)CCC3,-4,15,7,15
O=S1(=O)N=C(SCCO)c2ccccc21,0,7,16,7
CCC(=O)N1CCCc2cc(S(=O)(=O)N3CCC(N4CCCCC4)CC3)ccc21,26,12,18,12
O=c1[nH]c2cc(Cl)ccc2n1-c1ccccc1,.,.,19,.
COc1ccc(-c2nc3n(n2)C(c2cccnc2)C(C(N)=O)=C(C)N3)cc1 (centres undefined),6,2,8,2

# Entries above containing a Cl atom (3):
SMILES,Yeast tox,Yeast tox inhibition %,Yeast eIF2B,Yeast eIF2B mutant toxicity
CC(Oc1ccc(Cl)cc1)C(=O)NCCCn1ccnc1 (centres undefined),9,9,18,9
Nc1ccc(N2CCOCC2)c(Cl)c1,.,.,-5,.
O=c1[nH]c2cc(Cl)ccc2n1-c1ccccc1,.,.,19,.

# Remaining list, next part:
SMILES,Yeast tox,Yeast tox inhibition %,Yeast eIF2B,Yeast eIF2B mutant toxicity
Nc1cc(-c2ccco2)no1,3,0,25,.
O=C(CSC1=NCCS1)N1CCN(c2ccc(Cl)cc2)CC1,10,14,13,14
CCOC(=O)C1CCCN(S(=O)(=O)c2ccc(Br)s2)C1 (centres undefined),15,4,0,4
O=C1C2C3c4ccccc4C(c4ccccc43)[C@@H]2c2nc3ccccc3n21 (some centres undefined),4,16,.,.
c1ccc(-n2nnnc2N2CCOCC2)cc1,13,12,23,12
CCCc1cc(=O)[nH]c(SCC(=O)c2cc(C)n(C)c2C)n1,8,15,.,.
O=C(c1cccc(Br)c1)N1CCN(C(=O)N2CCOCC2)CC1,.,.,-21,.
Cc1cc(CN2CCOCC2)c(O)c(C2(C)CCCCC2)c1,-1,-4,29,-4
Cc1ccc(-c2nn(-c3ccccc3)cc2CO)o1,30,9,4,9
COc1ccc(C2C(C(=O)c3cccs3)=C(O)C(=O)N2c2nnc(C)s2)cc1OC (centres undefined),2,-4,21,-4
O=C(CC(c1ccccc1)c1ccccc1)NCCO,17,14,23,14
O=C1CCCC2=C1C(c1cccs1)n1nc(SCc3ccccc3)nc1N2 (centres undefined),13,-7,.,.
O=C(N1CCOCC1)C12CCC3CC(CC(C3)C1)C2,4,7,17,7
CCCn1c(=O)c(C(=O)Nc2ccccc2C(=O)OCC)c(O)c2ccccc21,-14,-7,-10,-7
Cc1cccc(NS(=O)(=O)c2cnc[nH]2)c1,18,-15,13,-15
CCOc1ccc(S(=O)(=O)N2CCN(c3ccc(OC)cc3)CC2)c2cccnc12,21,-7,29,-7
O=C(NCc1ccco1)Oc1ccccc1,23,13,14,13
S=C(NCCN1CCOCC1)N/N=C/c1c2ccccc2cc2ccccc12,16,3,-11,3
CCOC(=O)c1c(C)[nH]c(C(=O)CSc2nnc(C3CC3)n2N)c1C,-1,-19,24,-19
CCSc1nc2ccccc2n1CC(N)=O,-8,10,8,10
CCOC(=O)c1c(C)[nH]c(C)c1-c1ccccc1OC,12,-9,19,-9
COc1ccccc1C(CC(=O)Nc1nccs1)c1ccco1 (centres undefined),2,2,17,2
CC(C)CC(NC(=O)C1CCC(C)CC1)C(=O)Nc1cccnc1 (centres undefined),42,0,21,.
Cc1cc(C)n(S(=O)(=O)c2cc(C(=O)O)c(Cl)cc2Cl)n1,-3,10,-5,10
O=C(Nc1ccc(C(F)(F)F)cc1Cl)c1ccc(Cn2cc(Br)cn2)o1,-6,10,29,10
C=CCNC(=O)NS(=O)(=O)c1ccc(C)cc1,12,-8,19,-8
CCOC(=O)NC(Nc1ccc(C)cn1)(C(F)(F)F)C(F)(F)F,5,19,23,19
CCOC(=O)N1CCN(C(=O)CSCC(=O)Nc2nc(-c3ccccc3)cs2)CC1,-8,4,11,4
O=C(CSc1nc2cc3ccccc3cc2[nH]1)Nc1ccc(F)cc1,0,-35,.,.
COC(=O)c1c(S(N)(=O)=O)c2ccccc2n1C,-14,0,15,.
Cc1cc(OC2CCCCC2)nc(-c2ccccc2O)n1,10,-32,-10,-32
Cc1ccc(OCCCSc2ncccn2)cc1C,0,13,.,.
COc1c(Cl)cc(C(=O)Nc2ccc(Cl)cn2)cc1Cl,-13,-11,13,-11
CCN(CC(=O)NC1CCCCC1)S(=O)(=O)c1ccc(Cl)cc1,-12,0,19,.
CCOC(=O)c1ccccc1NS(=O)(=O)c1ccccc1,-19,-20,-43,-20
CCOC(=O)c1cccnc1SCC(=O)NCc1ccccc1,-2,10,.,.

# An excerpt from above in order of molecular weight, smallest number first.
SMILES,Yeast tox,Yeast tox inhibition %,Yeast eIF2B,Yeast eIF2B mutant toxicity
CC(C)NC(=O)c1ccc(-c2cccc(C(F)(F)F)c2)o1,36,5,23,5
CCC(=O)N1CCc2cc(S(=O)(=O)CCC(=O)O)ccc21,-5,-19,26,-19
COc1ccccc1C(CC(=O)Nc1nccs1)c1ccco1 (centres undefined),2,2,17,2
O=C(c1cccc(Br)c1)N1CCN(C(=O)N2CCOCC2)CC1,.,.,-21,.

# Of the compounds above, these contain a CF3 group:
SMILES,Yeast tox,Yeast tox inhibition %,Yeast eIF2B,Yeast eIF2B mutant toxicity
CC(O)CNc1nc2c(c(=O)n(C)c(=O)n2C)n1Cc1cccc(C(F)(F)F)c1 (centres undefined),.,.,16,.
CC(C)NC(=O)c1ccc(-c2cccc(C(F)(F)F)c2)o1,36,5,23,5
O=C(Nc1ccc(C(F)(F)F)cc1Cl)c1ccc(Cn2cc(Br)cn2)o1,-6,10,29,10
CCOC(=O)NC(Nc1ccc(C)cn1)(C(F)(F)F)C(F)(F)F,5,19,23,19

# Additional results.
SMILES,Yeast tox,Yeast tox inhibition %,Yeast eIF2B,Yeast eIF2B mutant toxicity
Cc1cc(C(=O)Nc2sc3c(c2C#N)CCC(C(C)(C)C)C3)no1 (centres undefined),-16,10,-19,10
O=C(Nn1cnnc1)C1CCCN1S(=O)(=O)c1ccc(F)cc1 (centres undefined),7,5,-5,5
COC(=O)C1=C(C)OC(N)=C(C#N)C1c1c(C)nn(-c2ccccc2)c1Cl (centres undefined),-20,4,0,4
COc1ccccc1OCC(=O)Nc1ccccn1,23,17,63,17
Cc1cc(C)c2nc(-c3ccccn3)cc(C(=O)Nc3cc(C)on3)c2c1,-25,-9,4,-9
CN(C)S(=O)(=O)c1ccc(NC(=O)c2cccnc2)cc1,-10,7,12,7
CC(C)CNC(=O)CSc1nnc(-c2ccccn2)n1Cc1ccccc1,7,2,-11,2
c1cc(-c2nnc3n2CCCCC3)ccn1,21,0,0,.
CCCCNC(=O)c1sc2nc(C)cc(COC)c2c1-n1cccc1,-2,0,-29,.
COc1cccc2cc(C(=O)N3CCN(C(=O)c4ccccc4)CC3)c(=O)oc12,8,9,7,9
Cc1cccn2c(=O)c3cc(C(=O)NC(C)c4ccccc4)c(=N)n(CCCn4ccnc4)c3nc12 (centres undefined),15,4,20,4
O/N=C(/CCc1ccccc1)C1(O)CCCCC1,-9,12,21,12
Cc1cccc(C(=O)N2CCCCCC2)c1,3,6,10,6
COC(=O)c1ccccc1NC(=O)c1cc2ncc(Br)cn2n1,-19,-27,-21,-27
CCC(C)N(C(=O)c1csnn1)C(C(=O)NC(C)(C)C)c1ccccc1 (centres undefined),19,9,.,.
CC(NS(=O)(=O)c1ccccc1)C(=O)Nc1ccc(S(N)(=O)=O)cc1 (centres undefined),-7,19,1,19
O=C1OCCC1Sc1nc2ccccc2s1 (centres undefined),-3,-8,9,-8
O=Cc1cn(CC(=O)N2CCCc3ccccc32)c2ccccc12,38,-19,0,-19
Brc1ccc2[nH]c3nc(SCCN4CCOCC4)nnc3c2c1,-2,8,1,8
O=C(c1noc2c1CCCC2)N1CCOCC1,18,0,27,.
Cc1ccccc1OCCSc1nnc(-c2ccncc2)n1C,-2,-19,-22,-19
S=c1[nH]nc(COc2ccc3ccccc3c2)o1,10,8,-37,8
CCSc1nnc(-c2ccncc2)n1Cc1ccccc1,27,21,.,.
CCCn1c(/N=C/c2ccc3c(c2)OCO3)nc2ccccc21,12,22,31,22
Cn1c(=O)c2c(nc(NCc3ccc4c(c3)OCO4)n2Cc2ccccc2)n(C)c1=O,.,.,17,.
COC(=O)c1cccc(NC(=O)CN(c2ccc3c(c2)OCO3)S(C)(=O)=O)c1C,4,4,9,4
Cc1nn2c(N)c(C#N)cnc2c1-c1ccccc1,-12,-3,37,-3
NC(=O)c1sc2nc3c(c(-c4cccnc4)c2c1N)CCC3,32,4,31,4
O=C1Cn2c(nc3ccccc32)N1c1ccccc1F,23,-17,.,.
CSc1cccc(NC(=O)c2ccccc2N(C)S(C)(=O)=O)c1,29,13,15,13
CCc1ccc2c(c1)[C@]1(C(=O)N2)[C@@H]2C(=O)N(Cc3ccccc3)C(=O)[C@@H]2[C@@H]2CCCN21,-2,4,9,4
CC(C)(C)c1cc(-c2ccco2)c(C#N)c(SCC#N)n1,.,.,29,.
Cc1ccc(C(=O)CCNc2ccc(Br)cc2)o1,3,17,-5,17
CC(O)c1nc2ccccc2n1CCOc1ccccc1 (centres undefined),-7,-18,1,-18
C=CCn1c(COc2ccc(Cl)cc2)nnc1SCc1ccc(C#N)cc1,-11,-7,-3,-7
CCOC(=O)CNC(=O)C1c2cc(OC)c(OC)cc2C(=O)N(C)C1c1ccccc1F (centres undefined),-1,-8,1,-8
COCCCNC(=O)C(F)(F)C(F)(F)C(=O)NCCCOC,15,-5,-5,-5
CCC(=O)c1cn(CC(=O)NCc2cccnc2)c2ccccc12,.,.,1,.
COc1ccc(OCC(=O)OC(C)CN2CCOCC2)cc1 (centres undefined),-18,-20,8,-20
